S3 lipid droplet: qHTS Assay for Lipid Storage Modulators in Drosophila S3 Cells | Drosophila S3 cells, BODIPY lipid droplet fluorescence, 18-24 h; cells fed with added oleic acid | hit rate 0.64% among 320,000 | lipid storage change, negative = inhibition, % at the top dose, mostly 46.1 µM; hits show Potency in µM; active means well fitted inhibition curve with a large enough effect in the signal ratio, with a control signal flat, not every such curve was filed as active; inconclusive means small, poorly fitted or top-dose-only effect, or effect the other way, or a change in a side signal; the % refers to the signal ratio
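Drosophila S3 cells loaded with oleic acid (400 uM, as added) and compounds at several concentrations; lipid droplets imaged by 488-nm laser-scanning cytometry, 500–530 nm intensity and object ratio to cell channel. Percent activity normalized to 20 uM Triacsin C.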
S3 lipid droplet cell count max: also measured in S3 lipid droplet; calls as there; cell number change, %; measured here: cell count max response;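 cells counted by Cell Tracker Red CMTPX staining in the red channel; peak over a dose series mostly up to 46.1 µM; percent activity relative to internal control wells on each plate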
Numbers without * were called inactive; i = inactive; u = inconclusive; x = no result given. On the % scale 0 is the no-effect control and ±100 the full control effect; potency means the concentration at half of the fitted maximal effect. These rows are one share of the data; the hit share may differ from the screen's.

Structure | S3 lipid droplet | S3 lipid droplet cell count max
C#CCOCCOCCOCCNc1nc(N2CCN(C(=O)CCCCCCCCCCNC(=O)[C@H](CCCCN)n3cc(CCO)nn3)CC2)nc(N2CCN(C(=O)CCCCCCCCCCNC(=O)[C@H](CCCN=C(N)N)n3cc(C[C@@H](C)CC)nn3)CC2)n1 | u | x
O=C(NCc1ccco1)C1CCCN1C(=O)Nc1ccc(Cl)cc1 (stereo not given) | u | x
CCCc1nnc(SCC(=O)Nc2cccc(Cl)c2Cl)o1 | u | x
C=CCOc1ccccc1/C=N/NC(=O)Cc1ccc(C)cc1 | -29.4% | 17.6
O=C(CN(C(=O)CCC(=O)Nc1nccs1)C1CCCC1)NCc1ccc2c(c1)OCO2 | u | x
Cc1ccc2nc(NC(=O)[C@H](C)N3C(=O)C4CC=CCC4C3=O)sc2c1 (stereo not given in full) | -17.8% | -5.9
Cc1ccnc(SCCn2c(N3CCCCC3)nc3c2c(=O)[nH]c(=O)n3C)n1 | u | x
O=C(CSc1nc2ccccc2[nH]1)NC1CCCc2ccccc21 (stereo not given) | -11.2% | -3.9
COc1ccc(/C(C)=N/Nc2ccccc2Cl)c(O)c1 | 7.4% | 0.7
CCCCOCCCNC(=O)c1ccc(NC(C)=O)cc1 | 10.1% | -16.7
CCc1nnc(NC(=O)CCC(=O)N2CCN(Cc3cc(F)ccc3OC)CC2)s1 | 14.3% | -12.0
Cc1ccsc1C(=O)OCC(=O)c1ccc(OC(F)F)cc1 | u | x
COc1cccc(C(=O)NC(=S)Nc2ccc3[nH]c(=O)[nH]c3c2)c1 | u | x
CSc1nc(C)cc(OCC(=O)N2CCOCC2)n1 | i | x
Cc1cc(C)c(C(=O)N2CCCC(CNS(=O)(=O)N(C)C)C2)o1 (stereo not given) | i | 22.3
CC1CCN(c2nnc(N3CCC(C)CC3)c3ccccc23)CC1 | -1.6% | 2.5
CC(=O)c1ccccc1OCC(O)CN1CCN(CCN2C(=O)c3cccc4cccc(c34)C2=O)CC1 (stereo not given) | u | x
O=C(CCN1CCCCCC1)Nc1ccc(F)c(F)c1 | u | x
O=C(CCCCCNC(=O)c1ccccc1)N/N=C/c1ccc(O)cc1O | -5.3% | 1.3
Cc1ccc(NC(=O)COC(=O)c2c[nH]c3ccccc23)cc1C | u | x
CC(=O)c1ccc(Cc2ncc(C(F)(F)F)cc2Cl)s1 | i | x
COc1cccc(OCc2cc(C(=O)N3CCN(C4CCCC4)CC3)no2)c1 | -20.9% | -6.9
O=C(CSc1nc2ccccc2s1)N1N=C(c2cccs2)CC1c1ccc(F)cc1 (stereo not given) | -10.4% | -13.3
COc1ccc(CCNC(=O)C(=O)Nc2ccc3c(c2)OCCO3)cc1OC | -6.9% | -20.8
CSc1nc(-c2ccco2)nn1C(=O)c1ccco1 | -9.8% | -12.7
CCOC(=O)N1CCC(NC(=O)COc2cc(=O)n(C)c3ccccc23)CC1 | u | x
COc1ccc(NC(=O)CN(C)C(=O)c2cc(C)on2)cc1 | u | x
COCCSc1nnc(NC(=O)C2CC(=O)N(C3CCCC3)C2)s1 (stereo not given) | i | 23.9
CCc1nnc(NC(=O)CSc2nnc(-c3ccccc3O)n2CC)s1 | u | x
CC(OC(=O)Cc1ccccc1[N+](=O)[O-])C(=O)NC(=O)NC1CCCCC1 (stereo not given) | i | 13.0
O=C(Nc1c[nH]c(=O)[nH]c1=O)c1cccc([N+](=O)[O-])c1 | i | 9.0
Cc1ccn2c(-c3csc(NCc4ccco4)n3)c(C)nc2c1 | u | x
CN(CC(=O)Nc1ccccc1Cl)CC(=O)Nc1c(F)cccc1F | 1.3% | 7.1
CCCCNC(=O)c1onc(CSc2cccc(OCC)c2)c1C(=O)O | 9.7% | -4.4
CC(OC(=O)CNC(=O)c1ccc2ccccc2c1)C(=O)N(C)C1CCCCC1 (stereo not given) | u | x
C/C(=N\OCC(=O)OCC(=O)NCc1ccccc1)c1ccc2c(c1)OCO2 | u | x
c1ccc(-c2cn3nc4c(nc3n2)CCCC4)cc1 | u | x
NC(=S)NNC(=S)Nc1ccccc1 | 0.5% | 6.1
Cc1ccc2c(c1)C(SCC(=O)NCCc1ccccc1)CC1(CCCC1)O2 (stereo not given) | u | x
COc1ccc(S(=O)(=O)N2CCCC2C(=O)Nc2nnc(-c3cccnc3)s2)cc1 (stereo not given) | 1.7% | -7.7
N#CC1(NC(=O)COC(=O)c2ccc(-c3ccc(O)cc3)cc2)CCCCC1 | u | x
CC(C)c1ccccc1OCC(=O)Nc1nnc(C2CC2)s1 | u | x
CCC(CC)C(=O)NCCc1ccc(OC)cc1 | u | x
CN=C1c2ccccc2CN1c1cccc(C(=O)OC)c1 | u | x
CNS(=O)(=O)c1ccc(NC(=O)c2nc3nc(C)cc(C(F)F)n3n2)cc1 | u | x
O=C(c1cc(-c2cccs2)nc2ccccc12)N1CCN(S(=O)(=O)c2cccc(F)c2)CC1 | u | x
CC1(C)CC(=O)C2=C(C1)N(c1ncn[nH]1)C(N)=C(C#N)C2c1ccccc1 (stereo not given) | 7.2% | 2.0
Cc1cccc(NC(=O)CCN2CCN(C)CC2)c1 | i | -15.0
O=C(O)C1CSC(c2ccco2)N1 (stereo not given) | u | x
COc1cc(/C=C2/SC(=S)N(Cc3ccccc3)C2=O)cc(OC)c1O | u | x
O=C(Nc1ccc(Br)cc1)C1CCCC1 | u | x
COC(=O)c1nn(-c2ccccc2)c(Cl)c1/C=N/O | 13.5% | 27.8
CCCCSc1cc(=O)[nH]c(N)n1 | 1.9% | 8.7
O=C(CNC(=S)N(Cc1ccccc1F)C1CCCCC1)NC1CC1 | u | x
O=C(NCC(=O)N1CCN(c2ccccc2)CC1)c1ccc(Cl)cc1 | u | x
O=C(O)c1ccc(Oc2ccc(C(F)(F)F)cn2)cc1 | u | x
COc1cccc(CC2(CO)CCN(Cc3cn(C)nc3C)CC2)c1 | -2.2% | -2.0
CCOc1ccc(CCNC(=O)COC(=O)Cc2ccc(OC)c(OC)c2)cc1OCC | u | x
COc1ccc(C2CC(=O)Oc3c(C(CCN4CCCCC4)c4ccc(N(C)C)cc4)c(OC)cc(OC)c32)cc1 (stereo not given) | -0.4% | 10.4
CCC(C)NC(=O)C1CC(=O)N(CCc2ccc(F)cc2)C1 (stereo not given) | -26.1% | -3.1

(further entries)
Structure | S3 lipid droplet | S3 lipid droplet cell count max
CC(=O)Nc1ccc(C(=O)/C=C/c2ccco2)cc1 | 10.0% | -0.5
O=C1C2=C(c3ccccc31)[N+](=O)[C@@H]1CCCC[C@@H]1N2[O-] | 5.8% | -20.8
COCCN(C(=O)Cc1cccs1)C(C(=O)NCc1ccc(OC)cc1)c1ccc(C(C)C)cc1 (stereo not given) | u | x
COc1ccccc1N(CC(=O)NCCc1ccccc1)C(=O)CCC(=O)Nc1nccs1 | 2.06µM* | -5.2*
COc1ccccc1CN(Cc1ccco1)S(=O)(=O)c1ccc(-n2cnnn2)c(OC)c1 | u | x
Cc1cccc(OCC(=O)NCC(=O)N=Nc2c(O)[nH]c3ccc([N+](=O)[O-])cc23)c1 | u | x
CC(C)CN1CC(C(=O)O)CC1=O (stereo not given) | u | x
COC(=O)/C=C1/S/C(=N/NC(=O)c2ccccc2C)NC1=O | u | x
N#Cc1ncc(-c2ccc3c(c2)OCCOCCOCCOCCOCCO3)nc1C#N | u | x
Cc1ccc(SCCc2cc[n+](CC(=O)c3ccccc3)cc2)cc1 | 0.1% | 1.6
COc1ccc(C(CC(=O)O)n2cnnn2)cc1 (stereo not given) | 5.6% | 8.5
O=C(CCN1C(=O)c2ccccc2S1(=O)=O)NCc1ccc(F)cc1 | u | x
CN(Cc1ccccc1)C(=O)COC(=O)c1ccc(Cl)cc1N | i | x
COc1ccc(N(CC(=O)Nc2ccccc2C(=O)N2CCCC2)S(C)(=O)=O)cc1 | u | x
CC1(c2nnc(Cc3ccccc3)o2)CC(c2ccc(OC(F)(F)F)cc2)=NO1 (stereo not given) | u | x
Cc1nc(SCCO)c2oc3ccccc3c2n1 | u | x
Cc1ccc(-n2nc(N)c3c(=O)oc(N(C)C)nc32)cc1 | 12.8% | 8.4
N/C(=N\OC(=O)c1cc(-c2ccccc2)nc2ccccc12)c1ccncc1 | u | x
Cc1cccc2sc(NC(=O)C3=NN(c4ccccc4)C(=O)CC3)nc12 | 2.0% | 1.7
Cc1ccc(CSc2ccc(C(=O)N3CCOCC3)cc2[N+](=O)[O-])cc1 | 0.5% | 2.0

Shown field by field: part of the list above.
COc1ccc(N(CC(=O)Nc2ccccc2C(=O)N2CCCC2)S(C)(=O)=O)cc1
  S3 lipid droplet: u	S3 lipid droplet cell count max: x
CC1(c2nnc(Cc3ccccc3)o2)CC(c2ccc(OC(F)(F)F)cc2)=NO1 (stereo not given)
  S3 lipid droplet: u	S3 lipid droplet cell count max: x

More compounds
Screens in order – S3 lipid droplet	S3 lipid droplet cell count max
- CCSc1nnc(NC(=O)Cc2ccc(OC)c(S(=O)(=O)N3CCOCC3)c2)s1
 : i	x
- CCn1c(CC(=O)Nc2ccc(Cl)cc2)nnc1SCC(=O)N1CCOCC1
 : u	x
- COc1ccc(OCC(=O)N/N=C/C2CC=CCC2)cc1 (stereo not given)
 : 24.9%	-11.3
- Cc1nc(/C(=N/O)C(N)=O)cs1
 : 14.1%	0.4
- Cc1sc2nc(-c3ccco3)oc(=O)c2c1C
 : i	4.7
- CCN(CC(=O)Nc1cc(Cl)ccc1C)C(=O)c1cc([N+](=O)[O-])ccc1N1CCOCC1
 : u	x
- CCOC(=O)c1cc(C#N)c(SC)nc1C
 : 6.5%	9.5
- Cn1c(=O)c2c(ncn2CC(=O)Nc2nnc(Cc3ccccc3)s2)n(C)c1=O
 : i	6.6
- CC1(C)C2CCC1(CS(=O)(=O)N1CCC(C(=O)O)CC1)C(=O)C2 (stereo not given)
 : u	x
- COc1ccc(OC)c(CCNC(=O)CS(=O)(=O)Cc2nc(-c3ccccc3C)oc2C)c1
 : -9.2%	0.9

Pulled by compound from the list above, three records:
Screens in order – S3 lipid droplet	S3 lipid droplet cell count max
- C#CCOCCOCCOCCNc1nc(N2CCN(C(=O)CCCCCCCCCCNC(=O)[C@H](CCCCN)n3cc(CCO)nn3)CC2)nc(N2CCN(C(=O)CCCCCCCCCCNC(=O)[C@H](CCCN=C(N)N)n3cc(C[C@@H](C)CC)nn3)CC2)n1
 : u	x
- O=C1C2=C(c3ccccc31)[N+](=O)[C@@H]1CCCC[C@@H]1N2[O-]
 : 5.8%	-20.8
- O=C(CNC(=S)N(Cc1ccccc1F)C1CCCCC1)NC1CC1
 : u	x

Continuation.
Screens in order – S3 lipid droplet	S3 lipid droplet cell count max
- COc1ccc2nc(NC(=O)C3CSC4(C)CCC(=O)N34)sc2c1 (stereo not given)
 : 27.1%	x
- O=C(Cn1nc(-c2ccc(N3CCOCC3)c([N+](=O)[O-])c2)c2ccccc2c1=O)N1CCCCC1
 : u	x
- CC(C)(C)c1ccc(S(=O)(=O)N2CCN(CC(=O)NC(=O)NC3CCCCC3)CC2)cc1
 : u	x
- CC(C)(C)C(=O)CN1CCN(S(=O)(=O)c2ccc(F)cc2)CC1
 : u	x
- O=C(CN1C(=O)NC(Cc2ccccc2)C1=O)Nc1ccc(F)c(F)c1F (stereo not given)
 : 12.6%	3.8
- Cc1ccc(NC(=O)CCC(=O)NNC(=O)COc2ccccc2)c(C)c1
 : u	x
- CCOC(=O)c1c(-c2ccccc2)nc2cc(C)ccn12
 : -4.9%	x
- CC1CCN(C(=S)Nc2cccc(S(=O)(=O)N(C)C)c2)CC1
 : u	x
- CC1(C)c2ssc(=S)c2-c2ccccc2N1C(=O)CSC1=NCCS1
 : u	x
- COc1ccc([N+](=O)[O-])cc1COc1cc(C)cc2oc(=O)cc(-c3ccccc3)c12
 : u	x
- Cc1ccccc1NC(=O)CCC(=O)OCC(=O)c1cccc([N+](=O)[O-])c1
 : 15.7%	-0.5
- CN1CCc2c(sc(N)c2C(N)=O)C1
 : i	x
- Cc1oc(-c2cccc(Cl)c2)nc1CN(C)C1CCOC1 (stereo not given)
 : -7.1%	6.6
- COc1ccc(-c2ccc(CCC(=O)O)n2NC(=O)c2cccs2)cc1
 : 9.4%	-1.2
- CCC(C)c1ccc(O)c(NC(=O)c2cccnc2)c1 (stereo not given)
 : u	x
- CCCCn1c(N)c(N(CCOC)C(=O)COc2ccc(Cl)cc2)c(=O)[nH]c1=O
 : u	x
- CCN(CC(=O)Nc1ccc2c(c1)OCCO2)S(=O)(=O)c1ccc(C)cc1
 : 18.6%	-9.2
- Cc1cc(C(F)(F)F)nc(SCC(=O)Nc2c(C)n(C)n(-c3ccccc3)c2=O)n1
 : u	x
- Oc1ccc(Cl)cc1C1=Nc2ccccc2N=C(c2ccco2)C1
 : u	x
- Cc1ccc(-c2c(C(=O)N/N=C/c3ccoc3)nnn2-c2nonc2N)cc1
 : i	-23.6
- COC(=O)c1cn(CC(=O)NCc2cccs2)c2ccccc12
 : -4.7%	-3.2
- Cc1cc(=O)n2[nH]c(-c3ccc(C(C)(C)C)cc3)cc2n1
 : u	14.8
- COc1cc(C2NC(=O)CS2)cc(OC)c1OC (stereo not given)
 : 0.0%	15.8
- Cc1ccc(S(=O)(=O)CC(=O)Nc2sc(C)c(C)c2C(N)=O)cc1
 : u	x
- O=S(=O)(c1ccc2nc(N3CCN(c4ccccc4F)CC3)ccc2c1)N1CCCCC1
 : i	-19.2
- O=c1ccc(NS(=O)(=O)c2ccccc2Cl)cn1Cc1ccc(Cl)c(Cl)c1
 : u	x
- CCOC(=O)C1CCN(C(=O)COC(=O)COc2ccc(Cl)cc2)CC1
 : u	x
- COc1ccccc1NC(=O)N(Cc1ccccc1)c1ccccn1
 : u	x
- Cc1cc(C)nc(/N=C(\N)Nc2ccc(C)c([N+](=O)[O-])c2)n1
 : -5.8%	6.7
- O=C(CCNS(=O)(=O)c1ccccc1F)N1CCN(C(c2ccccc2)c2ccccc2)CC1
 : 23.1µM*	x
